hERG rescue – compounds protecting human hERG from proarrhythmic drug block; actives 0.51% (n = 310,000); CHO-hERG, FluxOR thallium flux, dofetilide IC70 present; Q12809; activation (rescue from dofetilide block), less the hit threshold, % at 10 µM;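 active = activation above the mean of controls blocked by dofetilide plus 5 SD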;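 also: thallium influx through hERG after potassium depolarization seen as dye fluorescence rise; in these data hits start at about 4.7%; inactives centre near -7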
RGS4 block – inhibitors of human RGS4; P49798; HEK293 M3R/RGS4 inducible, Fluo-4 calcium flux; hits give high values; triggered by carbachol at its EC20; B-score at 10 µM; actives 0.45% (n = 310,000); AID 463165;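 active = B-score, a plate-corrected calcium signal, over three deviations above library mean, with baseline fluorescence within five deviations of library mean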;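 also: RGS4 expression induced by doxycycline in cells with stable M3 receptor; B-score is computed from the integrated fluorescence ratio over baseline after carbachol; higher B-score means a larger calcium signal and so more RGS4 inhibition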
Target sequence (P49798 whole entry, looked up): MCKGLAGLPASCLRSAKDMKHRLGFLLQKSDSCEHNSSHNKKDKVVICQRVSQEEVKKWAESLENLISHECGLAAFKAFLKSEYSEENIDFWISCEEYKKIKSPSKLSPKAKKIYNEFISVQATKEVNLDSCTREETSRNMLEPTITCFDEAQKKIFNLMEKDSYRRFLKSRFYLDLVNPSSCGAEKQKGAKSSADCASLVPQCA
KCNQ1 pot – potentiators or activators of human KCNQ1 potassium channel; P51787; CHO-K1 KCNQ1, thallium flux FluxOR fluorescence; hits give high values; B-score at 10 µM; actives 0.35% (n = 310,000); AID 2648;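 active = fluorescence ratio B-score, a plate-corrected score, at least three library SD, with initial intensity B-score within 5 SD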
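Test system: CHO-K1 cells stably expressing KCNQ1 / Medium: assay buffer / Also added: depolarizing K+/Tl+ stimulus, K2SO4 and Tl2SO4 each 12.5 mM in 5x stock / Incubation: 90 min dye loading and 20 min compound exposure, both at room temperature / Signal: thallium influx via FluxOR fluorescence, kinetic imaging / Evaluation: B score of baseline-normalized fluorescence ratio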
PolyA inhibitor – inhibitors of polyadenylation in S. cerevisiae; actives 0.02% (n = 300,000); AID 1875; S. cerevisiae SKY197-pL101 polyadenylation reporter, beta-gal luminescence; efflux-impaired pdr1/pdr3 knockout yeast; score 100 = 6 SD above DMSO; calls only at 12 µM;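 active = lowest replicate activity score at least 50, where 100 means six control SD above control mean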;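 also: yeast exposed to compound for 9 h at 30 °C; higher score means more reporter readthrough which indicates perturbed polyadenylation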
GSK3 alpha inh – blocks human GSK-3 alpha kinase. P49840. ADP-Glo luminescence, 60 min. inhibition, % at 10 µM. actives 0.1% (n = 320,000);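 in the data active = inhibition above about 50%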;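 also: GST-tagged GSK-3 alpha with peptide substrate and 25 µM ATP; 0% = DMSO neutral wells and 100% = GW8510 positive control wells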
Dyrk1A ADPGlo – Dyrk1A (rat) kinase inhibition; actives 0.43% (n = 310,000); inhibition, % at 12.5 µM; ADP-Glo luminescence, NFATc1 peptide; Q63470; in the data active = inhibition above about 50%;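 also: plate controls were vehicle with enzyme for no effect and no enzyme for full effect; many of its hits are not listed in these tables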
KCNQ1 block – human KCNQ1 channel inhibition. actives 1.3% (n = 310,000). P51787. B-score at 10 µM. AID 2642. CHO-K1 KCNQ1, FluxOR thallium flux fluorescence; hits give high values;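 active = compounds whose thallium flux B-score, printed positive for inhibition, exceeds three library SD while starting fluorescence stays within three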;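 also: channel opened by potassium depolarization with thallium stimulus after 20 min compound exposure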
KCNK9 inh – blocks the human KCNK9 two-pore domain potassium channel; B-score at 10 µM; HEK293 KCNK9, FluxOR thallium flux fluorescence; hits give low values; actives 1.2% (n = 310,000);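 active = ratio B-score over 3 SD below the library mean, with starting fluorescence within 5 SD of its mean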;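 also: negative B-score means less thallium flux so channel inhibition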
Target sequence (Q9NPC2 whole entry, looked up, the tested form may be a part): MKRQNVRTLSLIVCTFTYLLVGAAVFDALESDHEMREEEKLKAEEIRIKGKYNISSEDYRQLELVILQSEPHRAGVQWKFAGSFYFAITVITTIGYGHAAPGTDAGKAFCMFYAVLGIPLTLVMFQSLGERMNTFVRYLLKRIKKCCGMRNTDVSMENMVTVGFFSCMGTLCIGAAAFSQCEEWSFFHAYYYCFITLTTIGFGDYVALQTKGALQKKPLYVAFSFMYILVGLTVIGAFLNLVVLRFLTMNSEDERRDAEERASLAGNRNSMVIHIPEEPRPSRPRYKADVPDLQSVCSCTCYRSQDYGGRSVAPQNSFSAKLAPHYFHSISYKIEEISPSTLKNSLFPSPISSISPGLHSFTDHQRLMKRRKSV
GSK3beta inhib – human GSK3beta kinase inhibition; actives 0.038% (n = 300,000); activity score (negative = inhibition), % at 10 µM; GST-GSK3beta kinase, ADP-Glo luminescence, 60 min; hits give low values; P49841;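 active = more than half of replicate wells score below -50%, meaning over 50% inhibition versus plate controls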;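 also: 0% = median DMSO wells and -100% = median GW8510 positive control wells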
Target sequence (P49841 whole entry, looked up): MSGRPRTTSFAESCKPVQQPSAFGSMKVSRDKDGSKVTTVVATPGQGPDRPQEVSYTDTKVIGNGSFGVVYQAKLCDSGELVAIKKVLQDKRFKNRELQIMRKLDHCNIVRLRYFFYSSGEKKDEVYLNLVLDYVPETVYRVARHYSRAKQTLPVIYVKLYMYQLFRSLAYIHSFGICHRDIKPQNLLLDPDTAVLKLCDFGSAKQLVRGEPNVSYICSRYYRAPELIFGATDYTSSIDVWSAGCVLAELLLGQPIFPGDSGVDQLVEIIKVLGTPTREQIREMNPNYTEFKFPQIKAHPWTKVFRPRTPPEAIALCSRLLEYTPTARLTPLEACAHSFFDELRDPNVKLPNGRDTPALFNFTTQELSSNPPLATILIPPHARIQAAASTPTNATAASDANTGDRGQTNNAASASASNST
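Test system: GST-tagged human GSK3beta kinase, cell-free; evaluation: activity score scaled between in-plate DMSO and GW8510 controls; measured by: ADP-Glo luminescence; incubation: 60 min reaction, RT; benchmarks: DMSO and 20 µM GW8510; reagent: peptide substrate plus 25 µM ATP (final); medium: Tris/MgCl2 kinase buffer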
KCNK3 inh – human KCNK3 channel inhibition, primary screen; O14649; CHO-KCNK3 thallium flux, FluxOR fluorescence; hits give low values; B-score at 10 µM; actives 0.84% (n = 340,000); AID 602410;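 active = B-score under library mean minus 4 SD, starting fluorescence ratio at most library mean plus 5 SD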;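 also: more negative B-score means stronger inhibition of thallium flux through KCNK3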
RGS4 pot – RGS4 potentiation or activation | AID 463111 | B-score at 10 µM | actives 0.92% (n = 310,000) | HEK293 M3R/inducible RGS4, carbachol calcium flux Fluo4; hits give low values;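 active = B-score of the integrated calcium signal more than 4 SD below the library mean, with starting fluorescence not abnormally high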;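 also: negative B-score means reduced calcium response which marks RGS4 activation or potentiation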
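Material: Inducible-RGS4 HEK293 cells carrying M3 receptor; also added: carbachol at ECmax as muscarinic agonist stimulus; incubation: compound preincubation 20 min at room temperature before agonist; signal: Fluo4-AM (2 µM) calcium-flux fluorescence, kinetic read; measure: integrated calcium ratio converted to B score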
Active calls of the source: *; i = inactive; . = not tested or not shown. This is a subset. The share of hits here may be higher or lower than overall.

Codes: A = hERG rescue; B = RGS4 block; C = KCNQ1 pot; D = PolyA inhibitor; E = GSK3 alpha inh; F = Dyrk1A ADPGlo; G = KCNQ1 block; H = KCNK9 inh; I = GSK3beta inhib; J = KCNK3 inh; K = RGS4 pot
O=C(NCc1cccc(Br)c1)C1CC(c2cc(C(F)(F)F)cc(C(F)(F)F)c2)=NO1 (stereo not drawn)
  A = -4	B = i	C = i	D = i	E = 2	F = 2	G = i	H = i	I = -3	J = i	K = i

Cc1ccc(N(CC(=O)N2CCOCC2)S(C)(=O)=O)cc1
  A = -8	B = i	C = i	D = i	E = 0	F = -6	G = i	H = i	I = -2	J = i	K = i

COc1ccc(S(=O)(=O)Cc2ccc(C(=O)NCc3cccs3)o2)cc1
  A = -8	B = i	C = i	D = i	E = -1	F = -6	G = i	H = i	I = 0	J = i	K = i

O=C(NCCCN1CCCC1=O)c1cccc(NS(=O)(=O)c2ccccc2)c1
  A = -9	B = i	C = i	D = i	E = -2	F = 8	G = i	H = i	I = -1	J = i	K = i

COC(=O)[C@]1(Cc2ccccc2)N[C@H](c2ccc(-c3cc(C(C)=O)cs3)cc2)[C@@H]2C(=O)N(C)C(=O)[C@@H]21
  A = -4	B = i	C = i	D = i	E = -1	F = 1	G = i	H = i	I = -4	J = i	K = i

O=C(Cn1cnc2ccccc2c1=O)N1CCc2ccccc2C1
  A = -5	B = i	C = i	D = i	E = -1	F = -4	G = i	H = i	I = -2	J = i	K = i

CCN(CC)S(=O)(=O)c1cc(OC)ccc1N=Nc1ccc(O)c2ncccc12
  A = 17*	B = i	C = i	D = i	E = 1	F = -1	G = i	H = i	I = -4	J = i	K = i

CCOCCCNC(=O)C(NC(=O)CNC(=O)c1ccccc1)c1ccccc1 (stereo not drawn)
  A = -8	B = i	C = i	D = i	E = .	F = -3	G = i	H = i	I = -4	J = i	K = i

Cc1ccc(S(=O)(=O)N2CCC(=O)N(C(COCc3cccc(C(F)(F)F)c3)C(C)C)CC2)cc1 (stereo not drawn)
  A = -5	B = i	C = i	D = i	E = -4	F = -10	G = i	H = i	I = 2	J = i	K = i

CCC1(C)Cc2ccccc2C(=S)N1 (stereo not drawn)
  A = -9	B = i	C = i	D = i	E = 1	F = 0	G = i	H = i	I = -1	J = i	K = i

CC(=O)NCCc1nc2ccccc2n1CCCCOc1ccccc1
  A = -4	B = i	C = i	D = i	E = 1	F = -2	G = i	H = i	I = -2	J = i	K = i

Cc1ccc(CN2C(=O)C(C)Oc3ccccc32)cc1 (stereo not drawn)
  A = -7	B = i	C = i	D = i	E = -2	F = -5	G = i	H = i	I = 2	J = i	K = i

CCc1ccc(/C=C2\SC(=S)N(CCCC(=O)Nc3ccccc3C(=O)O)C2=O)cc1
  A = -9	B = i	C = i	D = i	E = -6	F = .	G = i	H = i	I = 3	J = i	K = i

O=C(Nc1ccccc1N1CCCC1)c1cc2ccccc2o1
  A = -5	B = i	C = i	D = i	E = -4	F = 3	G = i	H = i	I = -2	J = i	K = i

COc1ccc(S(=O)(=O)N2CCCCC2)cc1C(=O)N1CCCCCC1
  A = -9	B = i	C = i	D = i	E = -3	F = 1	G = i	H = i	I = -2	J = i	K = i

Cc1cc(C)c(C(=O)CSc2nnc(N)s2)cc1C
  A = -5	B = i	C = i	D = i	E = -3	F = 2	G = i	H = i	I = 3	J = i	K = i

CCCCOC(=O)Nc1nc2ccc([N+](=O)[O-])cc2s1
  A = -5	B = i	C = i	D = i	E = -2	F = 13	G = i	H = i	I = 0	J = i	K = i

CCOC(=O)CC1(C)OCC(C[N+]2(C)CCCCC2)O1 (stereo not drawn)
  A = -18	B = i	C = i	D = i	E = 0	F = 0	G = i	H = i	I = -10	J = i	K = i

O=C(NCC(=O)N(c1cccnc1)C(C(=O)NCc1ccco1)c1ccccc1)c1ccco1 (stereo not drawn)
  A = -8	B = i	C = i	D = i	E = -3	F = -4	G = i	H = i	I = 1	J = i	K = i

COc1ccc(-c2cc(=O)oc3c(C)c(OCC(=O)N[C@@H](Cc4ccc(O)cc4)C(=O)O)ccc23)cc1
  A = -3	B = i	C = i	D = i	E = 1	F = 4	G = i	H = i	I = 0	J = i	K = i

CCNS(=O)(=O)c1ccc(NC(=O)Nc2cccc(C(F)(F)F)c2)cc1
  A = -9	B = i	C = i	D = i	E = -3	F = 22	G = i	H = i	I = 2	J = i	K = i

C=CCSC(=C(C#N)C#N)c1cc2c([nH]1)CCCC2
  A = -14	B = i	C = i	D = i	E = -41	F = -2	G = 8*	H = i	I = -2	J = i	K = -9.2*

CCOc1cc(CNC(C)C)c(Cl)cc1OCC(=O)NCCc1ccccc1
  A = -8	B = i	C = i	D = i	E = .	F = 11	G = i	H = i	I = 2	J = i	K = i

Cc1ccc(C(=O)Oc2ccc(Br)cc2C(=S)N2CCOCC2)cc1
  A = -4	B = i	C = i	D = i	E = 0	F = 2	G = i	H = i	I = 5	J = i	K = i

NC(=O)COc1ccc(=O)n(-c2ccccc2)n1
  A = -3	B = i	C = i	D = i	E = 0	F = 6	G = i	H = i	I = -3	J = i	K = i

Cc1ccccc1C(=O)N1CCCC(CCC(=O)N2CCN(c3ccccn3)CC2)C1 (stereo not drawn)
  A = -8	B = i	C = i	D = i	E = -2	F = 0	G = i	H = i	I = -1	J = i	K = i

CCc1ccc(CNC(=O)C2CCCN(c3nn4c(=O)cc(C)nc4s3)C2)cc1 (stereo not drawn)
  A = -6	B = i	C = i	D = i	E = -3	F = 6	G = i	H = i	I = 3	J = i	K = i

CC1=[N+](CC(=O)NC(C)(C)C)CCc2ccccc21
  A = -6	B = i	C = i	D = i	E = 2	F = 2	G = i	H = i	I = 3	J = i	K = i

C=CCn1c(=O)c(CCC(=O)Nc2ccc(N3CCOCC3)cc2)nc2cc(C(F)(F)F)ccc21
  A = -4	B = i	C = i	D = i	E = -1	F = 1	G = i	H = i	I = 4	J = i	K = i

COC(=O)C1=C(CN2CCSCC2)NC(=O)NC1c1cc(C)ccc1C (stereo not drawn)
  A = -9	B = i	C = i	D = i	E = -2	F = -1	G = i	H = i	I = 0	J = i	K = i

Next part:
mol	hERG rescue	RGS4 block	KCNQ1 pot	PolyA inhibitor	GSK3 alpha inh	Dyrk1A ADPGlo	KCNQ1 block	KCNK9 inh	GSK3beta inhib	KCNK3 inh	RGS4 pot
COC(=O)C1C(=O)C2=C(CC1C)NC(C)=C(C(=O)OCCOc1ccccc1)C2c1ccc(C)o1 (stereo not drawn)	-16	i	i	i	0	3	i	i	3	i	i
CCCCN(CCCC)S(=O)(=O)c1ccc2[nH]c(=O)[nH]c2c1	-4	i	i	i	0	3	i	i	-1	i	i
COc1cccc(C(=O)N2CCN(C(=O)c3ccc(-c4ccccc4)cc3)CC2)c1OC	-6	i	i	i	0	-7	i	i	-18	i	i
O=C1CCC(c2ccccc2)(C2CCN(Cc3ccccc3)CC2)C(=O)N1 (stereo not drawn)	-5	i	i	i	-1	7	i	i	2	i	-7.8*
COc1ccc(C(=O)NCC(=O)N=Nc2c(O)n(C)c3ccccc23)cc1OC	-1	i	i	i	-1	0	i	i	-1	i	i
Cc1cc2ccccc2n1CCNC(=O)C1CC1	-3	i	i	i	-1	0	i	i	-1	i	i
CCOc1cc(C(c2c(C)[nH][nH]c2=O)c2c(C)[nH][nH]c2=O)ccc1OCc1ccc([N+](=O)[O-])cc1	-6	i	i	i	-1	2	i	i	2	i	i
O=S(=O)(NCc1ccccc1Cl)c1cnc[nH]1	-2	i	i	i	0	-7	i	i	1	i	i
Cc1ccc(S(=O)(=O)Nc2ccc3[nH]c(=O)[nH]c3c2)c(C)c1	0	i	i	i	7	2	i	i	2	i	i
Cc1onc(-c2ccccc2)c1C(=O)Nc1nnc(COc2ccc(Cl)cc2)s1	-6	i	i	i	-4	-4	i	i	0	i	i
O=C(c1cc(-c2cccs2)on1)N1CCOCC1	-10	i	i	i	-2	2	i	i	-5	i	i
CC(C)(C)c1ccc(C(=O)NC(=S)Nn2cnnc2)cc1	-9	i	i	i	-5	6	i	i	0	i	i
Cc1cc(C(F)(F)F)c2c(=O)[nH]c(=O)n(Cc3ccccc3)c2n1	-9	i	i	i	0	1	i	i	-1	i	i
CCOC(=O)Nc1nnc(-c2ccc(OC)c(OC)c2)s1	-8	i	i	i	0	17	i	i	1	i	i
O=C(O)C(Cc1ccccc1)n1cccc1 (stereo not drawn)	-12	i	i	i	-4	1	i	i	3	i	i
O=C(NC1CCCCC1)C1CCN(S(=O)(=O)c2cccc3nsnc23)CC1	-7	i	i	i	-3	2	i	i	-1	i	i
Cc1ccccc1-n1ncc2c1CC(C)(C)CC2NC(=O)CCN1CCCCC1=O (stereo not drawn)	-13	i	i	i	0	1	i	i	6	i	i
COc1ccc(-n2c(N)c(C(=O)NCC3CCCO3)c3nc4ccccc4nc32)c(OC)c1 (stereo not drawn)	-6	i	i	i	-4	6	i	i	1	i	i
